NR3A LBD binder = binders of NR3A ligand-binding domain, primary screen, biophysical, differential scanning fluorimetry, uHTS; Tm shift relative to glycine control, % at 25 µM; actives 2.5% (n = 340,000); AID 1259313, 2017; NR3A LBD differential scanning fluorimetry, Tm shift; 0% = protein alone, 100% = glycine-bound protein; Glutamate receptor ionotropic, NMDA 3A (GRIN3A) ligand-binding domain;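 active means melting temperature shift of at least 10% of the positive control shift, at one fixed dose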
APJ antagonist = antagonists of human apelin receptor APJ, primary screen, CHO-K1 cells, beta-arrestin complementation, luminescence; actives 0.32% (n = 330,000); inhibition, % at 20 µM; P35414; AID 2521, 2010;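 active means inhibition above about 40% at 20 µM, limit read from the data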;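 further: cells challenged with 10 nM apelin-13 agonist together with compound; plate controls were apelin-13 plus DMSO wells for no effect and DMSO wells lacking apelin-13 for full effect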
Target sequence (P35414 whole entry, looked up): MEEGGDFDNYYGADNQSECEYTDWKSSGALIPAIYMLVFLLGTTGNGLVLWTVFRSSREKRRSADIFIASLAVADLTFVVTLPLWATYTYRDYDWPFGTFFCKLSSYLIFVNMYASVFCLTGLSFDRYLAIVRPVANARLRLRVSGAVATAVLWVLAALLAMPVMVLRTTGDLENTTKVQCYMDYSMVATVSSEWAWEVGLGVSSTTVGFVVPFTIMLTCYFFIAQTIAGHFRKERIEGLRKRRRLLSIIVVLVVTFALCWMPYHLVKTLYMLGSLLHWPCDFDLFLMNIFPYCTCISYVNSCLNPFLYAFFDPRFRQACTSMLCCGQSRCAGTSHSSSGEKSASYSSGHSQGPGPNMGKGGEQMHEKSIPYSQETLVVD
APJ ag = agonists of human apelin receptor APJ, primary screen, CHO-K1 cells, PathHunter beta-arrestin, luminescence | actives 0.11% (n = 330,000) | P35414 | 0% DMSO wells, 100% apelin | AID 2520, 2010 | activation, % at 20 µM;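 active means activation more than six SD over the plate average, tested at 20 µM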;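 further: 0% = DMSO alone and 100% = apelin-13 at 10 nM; some results filed as inactive read as strong as hits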
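Assay system: CHO-K1 APJ beta-arrestin complementation cell line / Compound: single test compound dose, 20 µM final, 1% DMSO / Times: overnight seeding, 90 min compound at 25 °C, 1 h detection / Technique: beta-gal luminescence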
NLRP3 yeast inh = NALP3 inflammasome inhibitors in reconstituted yeast, primary screen, luminescence, uHTS | actives 0.39% (n = 330,000) | inhibition, % at 10 µM | Yeast reconstituted NLRP3/ASC/caspase-1, beta-gal luminescence, 24 h;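 active means inhibition of 50% or more; inactive means inhibition below 50%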;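 further: plate controls were induced DMSO wells for no effect and uninduced yeast grown without galactose for full effect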
TIM10 inh = growth inhibitors of isogenic TIM10 control yeast, primary screen, counter-screen for tim10-1 yeast inhibitor project, luminescence, uHTS | S. cerevisiae TIM10 strain growth, BacTiter-Glo luminescence, 24 h | inhibition, % at 10 µM | actives 1.4% (n = 330,000) | AID 463195, 2010;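 active means inhibition of 40% or more at the single tested concentration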;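 further: wild-type TIM10 isogenic control strain grown at permissive 25 °C; 0% = DMSO yeast wells and 100% = minimal medium wells without yeast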
MPTP block = mitochondrial permeability transition pore inhibitors, primary screen, biochemical, isolated mouse mitochondria, absorbance; Ca2+ swelling absorbance, 30 min; inhibition, % at 10 µM; actives 1.4% (n = 360,000); AID 602449, 2012;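 active means inhibition of 50% or more, scaled per plate between neutral and stimulator controls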;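 further: 0% = DMSO wells given calcium and 100% = 1 mM EGTA wells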
tim10-1 inh = growth inhibitors of tim10-1 mutant yeast, primary screen, luminescence, uHTS; S. cerevisiae tim10-1 ts strain growth, BacTiter-Glo, 24 h; AID 463190, 2010; actives 2.2% (n = 330,000); inhibition, % at 20 µM;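 active means inhibition of at least 40%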;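 further: mutant grown at 25 °C; 0% = DMSO wells with yeast and 100% = wells holding no yeast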
MIN6 prolif = inducers of MIN6 beta-cell proliferation, primary screen, ATP luminescence, uHTS; MIN6 cells proliferation, ATPlite luminescence, 48 h; cells starved in 0.2% serum; 100% = growth in 10% serum; proliferation, % at 10 µM; actives 0.29% (n = 330,000);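 active means compounds whose signal lies at least 3.5 SD above the mean of all wells on their plate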;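 further: 0% = DMSO-treated cells in low-serum medium and 100% = 10% serum control; some compounds called inactive have numbers as strong as hits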
tim23-1 inh = growth inhibitors of tim23-1 mutant yeast, primary screen, luminescence, uHTS. S. cerevisiae tim23-1 growth, BacTiter-Glo luminescence, 24 h. inhibition, % at 20 µM. actives 1.3% (n = 330,000);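 active means growth inhibition of the mutant yeast at or above 50%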;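 further: temperature-sensitive mutant grown at 25 °C; plate controls were DMSO-treated mutant yeast for no effect and medium wells lacking yeast for full effect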
* marks the source's active call; other numbers are inactive results.

SMILES | NR3A LBD binder | APJ antagonist | APJ ag | NLRP3 yeast inh | TIM10 inh | MPTP block | tim10-1 inh | MIN6 prolif | tim23-1 inh
COc1ccc(Nc2c3c(c(C#N)c4nc5ccccc5n24)CCC3)cc1 | -1 | -18 | 0 | 9 | 20 | -1.6 | 28 | -1 | 21
CC1=NN(C(=O)COc2cc(C)ccc2C(C)C)C(O)(c2ccccc2)C1 (stereo not given) | 1 | 18 | -9 | 9 | -7 | 2.7 | 11 | -3 | 34
COc1cccc(C2CC(=O)NC3=C2C(=O)CCC3)c1 (stereo not given) | -10 | 10 | -5 | 12 | -14 | 2.9 | -12 | -1 | -9
Cc1ccc2nc3c(c(Nc4ccc5c(c4)OCCO5)c2c1)CCC3 | -1 | -8 | 0 | 12 | -6 | 54* | 11 | -6 | 11
Cc1ncc(CO)c(/C=N/Nc2ccc(C(F)(F)F)cn2)c1O | 27* | 63* | -12 | 33 | 25 | 0.5 | 14 | -5 | 25
CC(=O)Nc1ccc(Cc2nc3ccccc3[nH]2)cc1 | -1 | 10 | -1 | 6 | -4 | 0.8 | 0 | -2 | -6
Cc1ccc(/C=C2/NC(=O)N(Cc3ccccc3F)C2=O)s1 | 0 | 3 | -1 | -1 | 0 | 3.8 | 13 | -3 | -19
Cc1ccc(/C=C(\NC(=O)c2ccccc2)C(=O)NCCN2CCOCC2)o1 | -2 | -3 | -2 | 1 | 2 | -0.6 | -15 | -1 | 4
CCCCNC(=O)OCC(CC)NC(=O)OCC(C)C (stereo not given) | 1 | 10 | -3 | 3 | 2 | 0.5 | 9 | -2 | -1
COc1cc2c(cc1OC)C(COc1ccccc1OC)N(C(C)=O)CC2 (stereo not given) | 5 | 2 | 0 | 14 | -10 | 1.0 | 18 | -1 | 8
CCC/C(O)=C1\C(=O)CC(C)(C)CC1=Nc1ccc(OC)cc1OC | -4 | -9 | -7 | 22 | 7 | 7.8 | 34 | 2 | 34
CCn1nc(C(=O)OCC(=O)N2c3ccccc3CC2C)c2ccccc2c1=O (stereo not given) | -1 | 10 | 2 | -4 | 34 | 1.1 | 10 | 1 | 22

The closing 5 compounds of the section before are carried over, then new ones follow.
SMILES | NR3A LBD binder | APJ antagonist | APJ ag | NLRP3 yeast inh | TIM10 inh | MPTP block | tim10-1 inh | MIN6 prolif | tim23-1 inh
Cc1ccc(/C=C(\NC(=O)c2ccccc2)C(=O)NCCN2CCOCC2)o1 | -2 | -3 | -2 | 1 | 2 | -0.6 | -15 | -1 | 4
CCCCNC(=O)OCC(CC)NC(=O)OCC(C)C (stereo not given) | 1 | 10 | -3 | 3 | 2 | 0.5 | 9 | -2 | -1
COc1cc2c(cc1OC)C(COc1ccccc1OC)N(C(C)=O)CC2 (stereo not given) | 5 | 2 | 0 | 14 | -10 | 1.0 | 18 | -1 | 8
CCC/C(O)=C1\C(=O)CC(C)(C)CC1=Nc1ccc(OC)cc1OC | -4 | -9 | -7 | 22 | 7 | 7.8 | 34 | 2 | 34
CCn1nc(C(=O)OCC(=O)N2c3ccccc3CC2C)c2ccccc2c1=O (stereo not given) | -1 | 10 | 2 | -4 | 34 | 1.1 | 10 | 1 | 22
Cc1onc(-c2c(F)cccc2Cl)c1C(=O)NCc1ccccn1 | 1 | 3 | -4 | -11 | 5 | -0.3 | -8 | 2 | -13
CCCC(=O)Nc1nnc(S(=O)(=O)N(C)Cc2ccco2)s1 | 2 | -6 | 4 | -2 | -2 | -0.4 | 15 | 6 | 17
O=C(CC(=O)Nc1ccccc1)Nc1ccccc1 | 1 | 15 | -3 | 17 | -8 | 2.3 | -19 | -1 | 3
Cc1cc(CN2C(=O)c3ccccc3C2=O)on1 | 0 | 9 | 0 | 10 | -2 | -0.2 | 6 | -3 | 7
COc1cc(NC(=O)C2CC(=O)NC3=C2C(=O)CCC3)cc(OC)c1 (stereo not given) | -2 | 12 | -6 | 2 | 1 | -2.0 | 8 | -2 | 3
O=C(NC1CCCCC1)C1CCCN(S(=O)(=O)c2ccc(F)cc2)C1 (stereo not given) | -1 | -1 | -2 | 2 | -3 | 0.1 | 25 | 2 | 7
Clc1nccnc1N/N=C/c1ccc(Br)cc1 | 3 | 13 | -4 | 34 | -8 | 0.6 | 19 | -1 | 14
NC(=O)COC(=O)C12CC3CC(CC(O)(C3)C1)C2 | 1 | 28 | -2 | 2 | -3 | -1.3 | -4 | -4 | 11
C#Cc1ccc([C@@H]2C=C(C(=O)N3CCOCC3)O[C@H](OCc3ccc(CO)cc3)C2)cc1 | -1 | 6 | 1 | -5 | 21 | -0.5 | 17 | 2 | 17
CN(CC(=O)Nc1ccccc1Cl)CC(=O)N1CCc2ccccc21 | 4 | 11 | -3 | 16 | -13 | -0.7 | -5 | 0 | 20
O=C(CCNS(=O)(=O)c1cccc2nsnc12)NCc1ccc(F)cc1 | 0 | 1 | -3 | 11 | 2 | 0.2 | -4 | 2 | 2
C=CCn1c(CCNC(=O)c2cccs2)nnc1SCC(=O)c1cccc([N+](=O)[O-])c1 | -1 | -45 | 7 | 27 | -1 | -0.1 | 12 | -1 | 31
CC(C)C(NC(=O)CCNC(=O)c1ccc(C(C)(C)C)cc1)c1nc2ccccc2[nH]1 (stereo not given) | 1 | 0 | -2 | 22 | 1 | -1.6 | -1 | -4 | -7
CCC1=Nc2cc(C(=O)NCCCOC)ccc2Sc2ccccc21 | -3 | 7 | -6 | 6 | 17 | -1.3 | 12 | -3 | 24
O=C(O)c1cccc2c1C(=O)c1ccc(-c3ccc(F)cc3OCc3ccccc3)cc1S2(=O)=O | 13* | 2 | 0 | 10 | 7 | 1.6 | 23 | 1 | 32
O=C(CSc1nnc(NC(=O)c2ccccc2[N+](=O)[O-])s1)NC1CCCC1 | 1 | -4 | 9 | -4 | 13 | -0.2 | 10 | -1 | 14
Cc1ccc(CNC(=O)C2CCCN2C(=O)Nc2ccccc2)cc1 (stereo not given) | -1 | 13 | 4 | -7 | -1 | 0.6 | 2 | -1 | 9
O=c1oc(C2(O)CCCCC2)cc2ccc(-c3ccc4[nH]ccc4c3)cc12 | 11* | 6 | -2 | 6 | 8 | 2.3 | 18 | -2 | 13
CC(=O)c1cc2c(cc1NC(=O)Cc1c(C)noc1C)OCO2 | -2 | 2 | 0 | 10 | -9 | -1.1 | -19 | 1 | 2
CC1O[C@@H](OC2C(COC3OC(CO)C(O)[C@H](O)C3O)OC(OC3CC[C@]4(C)C(CC[C@@]5(C)[C@@H]4CC=C4[C@@H]6CC(C)(C)CC[C@]6(CO)C(O)C[C@]45C)C3(C)C)C(O)C2O)C(O)C(O)C1O (stereo not given in full) | -3 | 3 | -2 | 20 | -13 | 0.9 | 11 | 1 | 30
O=C(CN1CCN(S(=O)(=O)c2ccc(Cl)cc2)CC1)Nc1ccc(F)cc1F | -2 | -1 | -1 | 18 | -9 | 0.5 | 21 | -1 | 35
O=C1c2ccccc2C(=O)N1n1c(=O)[nH]c2ccccc2c1=O | 2 | 13 | -2 | 10 | -3 | -0.6 | -1 | -2 | 8
CC(C)(C)OC(=O)C[C@H]1C/C=C\C[C@H](CC(=O)N[C@H](CO)Cc2ccccc2)C(=O)N2CCC[C@H]2COC1=O | 1 | -7 | -3 | 15 | 9 | -1.3 | -3 | -2 | 7
Nc1cc(=O)[nH]c(=S)n1-c1cccc(C(F)(F)F)c1 | -1 | 12 | -4 | 8 | 4 | -0.2 | 9 | 2 | -16
CCOC(=O)C1CCN(C(=O)COc2ccc(N(C)S(=O)(=O)c3ccc(C)cc3)cc2)CC1 | -1 | 7 | -2 | 11 | 5 | -2.2 | 13 | -3 | 12
COc1ccc(N(C(=O)Cc2cccs2)C(C(=O)NC2CCCCC2)c2cccn2C)cc1 (stereo not given) | 0 | 7 | -5 | 13 | 9 | 0.2 | 15 | 0 | 3
Cc1cccc(-c2ocnc2C(=O)Nc2ccccc2NC(=O)c2ccccn2)c1 | -9 | 4 | 0 | 1 | 35 | 1.1 | 19 | -2 | 47
COCc1[nH]nc2c1C(c1ccnc3ccccc13)C(C#N)=C(N)O2 (stereo not given) | 0 | 15 | -3 | 38 | 6 | -1.9 | -7 | -3 | 14
Cc1ccc(NC(=O)CSc2ncn[nH]2)cc1S(=O)(=O)N1CCOCC1 | 0 | 9 | -1 | -10 | 10 | -1.0 | 25 | -4 | 7
COc1ccccc1NC(=O)c1cc2c(s1)-c1ccccc1S(=O)(=O)C2 | 0 | -5 | 2 | 38 | 11 | 1.2 | 2 | 1 | -2
Cc1ccc(-c2nnc(CCC(=O)N(C)Cc3nccs3)o2)s1 | 0 | -2 | 0 | -10 | 11 | 0.5 | 11 | 0 | -6
COc1cc(/C=N/Nc2ccc([N+](=O)[O-])cc2S(=O)(=O)N2CCOCC2)cc(OC)c1OC | 0 | 23 | -4 | 10 | 10 | -0.3 | 12 | -1 | 7
C=CCn1c(C)cc(C(=O)COc2ccc(S(=O)(=O)N3CCCC3)cc2[N+](=O)[O-])c1C | -4 | -26 | 0 | 11 | -7 | 0.4 | 20 | 0 | 10
Cc1ccc(NS(=O)(=O)c2ccc3[nH]c(=O)c(=O)[nH]c3c2)cc1Cl | -3 | -7 | -1 | 3 | 5 | -0.5 | 3 | -2 | 16
Cn1c(SCc2ccccc2F)nc2cccnc21 | -1 | 6 | -2 | 14 | 20 | -0.2 | 10 | 4 | 24
CCN(CC)C(=O)c1sc2nc(N3CCOCC3)c3c(c2c1N)CCCC3 | 6 | -4 | 1 | 5 | 20 | 26 | 28 | -1 | 9
CCOC(=O)c1sc(NN=C(C(=O)OC)C(=O)OC)c(C(=O)OCC)c1C | -7 | 33 | -8 | 11 | 3 | 37 | 14 | -3 | 1
O=C(/C=C/c1ccc2c(c1)S(=O)(=O)N(Cc1ccccc1)[C@H]2CC(=O)N1CCOCC1)N1CCOCC1 | 1 | 11 | -3 | 7 | 4 | -1.0 | 10 | 0 | 16
C=CCn1c(SCC(=O)N2CCOCC2)nc2sc(CC)cc2c1=O | -2 | 1 | -2 | 18 | -15 | 0.0 | -25 | -3 | -10
Cc1nn(-c2ccccc2)c(C)c1/C=N/NC(=O)CSc1nc2ccccc2c(=O)n1-c1ccccc1 | 1 | -19 | 2 | 16 | 2 | -0.1 | 17 | -2 | 12
Cc1cc(Cl)ccc1C(=O)C1CCCN(C(=O)c2cncs2)C1 (stereo not given) | 0 | 6 | -2 | 8 | -66 | -0.4 | 37 | 3 | -169
O=C(Nc1ccc(Cl)cc1Cl)c1ccc(-c2ccccc2)cc1 | -1 | 2 | 1 | 6 | 6 | -5.4 | 8 | 0 | 5
CCOC(=O)c1ccc(NCn2c(=O)oc3ccccc32)cc1 | 0 | -5 | 2 | 19 | 0 | 5.7 | -6 | -2 | -12
O=C(Nc1ccccc1C(=O)NCc1ccccc1)C1=CSCCO1 | 2 | 5 | 4 | 9 | 6 | -2.5 | 6 | 4 | -8
O=S1(=O)CCO[C@H]2Cc3ccccc3[C@H]2N1Cc1ccccc1 | -1 | 16 | -7 | 19 | 1 | 0.3 | 10 | 0 | 18

Screening results as filed in PubChem BioAssay.

Hits appear at their usual frequency (roughly 7.2% active in at least one column).
